Bioassay records: PubChem, National Center for Advancing Translational Sciences (NCATS)
BLM helicase inh = inhibitors of human Bloom syndrome helicase BLM | P54132 | recombinant BLM DNA unwinding, fluorescence dequenching | Potency, µM (doses to about 56.1 µM), inactives show at the top dose activity change, negative = inhibition, usual class: inhibitors | 350,000 compounds, 0.2% hits | AID 2528;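 also: plate controls were vehicle for no effect and no enzyme for full effect; nearly all actives have a fitted effect of over 35% in size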
Pol kappa inh = inhibitors of human DNA polymerase kappa; Q9UBT6; purified Pol kappa, fluorescent DNA synthesis assay, 10 min; Potency, µM (highest dose often 107 µM), for inactives: at the highest dose activity, negative = inhibition, actives largely listed as inhibitors; 400,000 compounds, 0.53% hits; AID 588579; also: % is scaled to controls: 0 for no effect and ±100 for the full control effect
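Here, compound and 10 nM enzyme are combined for 15 min at room temperature; adding 50 nM substrate (final) starts DNA synthesis, tracked by fluorescence at 0 and 10 min against buffer-only wells.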
Pol iota inh = inhibitors of human DNA polymerase iota | Q9UNA4 | Pol iota fluorescent replication assay, 10 min | Potency, µM (top dose mostly 115 µM), for inactives: at the highest dose activity, negative = inhibition, most hits filed as inhibitors | 390,000 compounds, 1% hits | AID 588590
Target sequence (Q9UNA4 whole entry, looked up): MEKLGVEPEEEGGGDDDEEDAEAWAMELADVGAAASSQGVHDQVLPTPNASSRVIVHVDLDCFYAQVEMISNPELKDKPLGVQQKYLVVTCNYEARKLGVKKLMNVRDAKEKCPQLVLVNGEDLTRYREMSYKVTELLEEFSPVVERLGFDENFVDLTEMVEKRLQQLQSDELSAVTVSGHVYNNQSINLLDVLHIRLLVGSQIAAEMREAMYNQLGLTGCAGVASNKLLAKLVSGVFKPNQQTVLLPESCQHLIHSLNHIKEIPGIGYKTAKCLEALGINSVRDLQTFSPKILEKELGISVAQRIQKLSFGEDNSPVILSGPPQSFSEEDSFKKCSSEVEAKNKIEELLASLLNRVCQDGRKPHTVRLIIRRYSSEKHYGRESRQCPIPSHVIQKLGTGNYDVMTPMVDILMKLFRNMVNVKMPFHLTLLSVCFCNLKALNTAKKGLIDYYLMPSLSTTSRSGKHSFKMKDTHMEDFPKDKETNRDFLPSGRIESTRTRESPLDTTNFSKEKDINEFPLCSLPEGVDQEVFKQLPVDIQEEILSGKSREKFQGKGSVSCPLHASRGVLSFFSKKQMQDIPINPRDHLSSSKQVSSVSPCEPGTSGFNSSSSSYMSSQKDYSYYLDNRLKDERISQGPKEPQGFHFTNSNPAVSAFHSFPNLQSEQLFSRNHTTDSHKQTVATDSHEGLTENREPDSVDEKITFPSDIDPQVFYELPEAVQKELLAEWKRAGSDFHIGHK
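Pol iota at 10 nM preincubated 15 min with compounds at room temperature; reaction started with fluorescent substrate, 50 nM final. Fluorescence read kinetically at 0 and 10 min; buffer-only wells as negative control.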
Pol beta inh = inhibitors of human DNA polymerase beta | Pol beta primer extension/strand displacement, fluorescence kinetic | Potency, µM (titrated, usually from 114 µM), without a hit: top-dose activity change, negative = inhibition, actives largely listed as inhibitors | 340,000 compounds, 1.3% hits | AID 485314; also: % is scaled to controls: 0 for no effect and ±100 for the full control effect
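Curves were derived by four-parameter Hill fits of normalized qHTS data. The kinetic fluorescent primer-extension read was taken at 0 and 10 min after 50 nM substrate, following a 15 min room-temperature preincubation of 10 nM enzyme with compounds.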
APE1 inh = inhibitors of human APE1 endonuclease; P27695; recombinant APE1, TAMRA/BHQ-2 abasic DNA cleavage fluorescence; Potency, µM (titrated, usually from 65.8 µM), for the others: at the top dose activity change, negative = inhibition, usual class: inhibitors; 350,000 compounds, 0.35% hits; AID 2517;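 also: plate controls were vehicle for no effect and reference inhibitor for full effect; nearly all actives have a fitted effect of over 55% in size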
Target sequence (P27695 whole entry, looked up): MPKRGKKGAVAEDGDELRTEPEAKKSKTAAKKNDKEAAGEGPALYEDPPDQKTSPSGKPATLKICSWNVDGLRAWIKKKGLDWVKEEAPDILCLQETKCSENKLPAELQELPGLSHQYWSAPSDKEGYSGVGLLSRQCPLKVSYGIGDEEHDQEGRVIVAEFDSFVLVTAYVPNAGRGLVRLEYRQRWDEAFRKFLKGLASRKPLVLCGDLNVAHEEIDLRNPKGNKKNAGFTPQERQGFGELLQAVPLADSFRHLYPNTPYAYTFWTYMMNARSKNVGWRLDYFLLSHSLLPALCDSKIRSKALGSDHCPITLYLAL
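Substrate: short duplex with […] THF abasic site, 5'-TAMRA and 3'-BHQ-2, 50 nM final. APE1 at 0.75 nM, preincubated 15 min RT with compound. Fluorescence increase from first to third read measured activity.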
BAZ2B inh = inhibitors of human BAZ2B bromodomain | Q9UIF8 | AlphaScreen BAZ2B-H3K14Ac peptide displacement | Potency, µM (doses to about 114 µM), inactives show at the top dose activity change, negative = inhibition, hits mostly inhibitors | 360,000 compounds, 4.4% hits | AID 504333; also: % is scaled to controls: 0 for no effect and ±100 for the full control effect; nearly all actives have a fitted effect of over 60% in size
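AlphaScreen luminescence quantifies BAZ2B engagement of H3K14Ac peptide; the protein and biotinylated peptide are both at 50 nM final, buffer PBS pH 7.4 with 0.01% Tween-20, all steps at room temperature.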
Pol eta inh = inhibitors of human DNA polymerase eta. Q9Y253. recombinant Pol eta, fluorescent DNA replication assay. Potency, µM (doses to about 114 µM), for the others: top-dose activity change, negative = inhibition, usual class: inhibitors. 390,000 compounds, 1.2% hits. AID 588591; also: % is scaled to controls: 0 for no effect and ±100 for the full control effect
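Pol eta (10 nM) was preincubated with compounds for 15 min at room temperature, after which fluorescent replication substrate (50 nM final) was added to start the reaction. Fluorescence was read kinetically at 0 and 10 min.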
G9a block = inhibitors of human histone lysine methyltransferase G9a. Q96KQ7. G9a H3K9 monomethylation, AlphaScreen, 2 h. Potency, µM (doses to about 102 µM), inactives show at the highest dose activity, negative = inhibition, most hits filed as inhibitors. 350,000 compounds, 8.8% hits. AID 504332; also: % is scaled to controls: 0 for no effect and ±100 for the full control effect; nearly all actives have a fitted effect of over 75% in size
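Step 1: enzyme (final 20 nM) with compound, 15 min RT. Step 2: substrate peptide 500 nM and SAM 20 uM, 2 h RT. Step 3: anti-H3K9me1 antibody and AlphaScreen beads, 10 min, then plate read.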
JMJD2A Tudor inh = JMJD2A Tudor domain (human) inhibition | O75164 | AlphaScreen JMJD2A-Tudor / H3K4me3 peptide binding | Potency, µM (doses to about 114 µM), inactives show at the highest dose activity change, negative = inhibition, usual class: inhibitors | 390,000 compounds, 4.4% hits | AID 504339; also: % is scaled to controls: 0 for no effect and ±100 for the full control effect; nearly all actives have a fitted effect of over 50% in size
* = called active by the depositor; ? = inconclusive; / = no result given; & = joins results of further samples; [ ] = remark or other dose. Calls follow the shape of the dose curve; as a rule, active = well fitted curve in the direction sought with a large enough effect; inconclusive = small, poorly fitted or top-dose-only effect, or another doubt; inactive = no such curve, though single readings can be large; an effect the other way counts as inactive or inconclusive. Potency is read from the fitted curve at half-maximal effect.

SMILES	BLM helicase inh	Pol kappa inh	Pol iota inh	Pol beta inh	APE1 inh	BAZ2B inh	Pol eta inh	G9a block	JMJD2A Tudor inh
COc1cc(O)oc1C=Nc1ccc(C(F)(F)F)cc1	-6%	-21%	10%	22%	15%	-5%	-5%	-11%[12.7 µM]	-14%
COc1ccc(NC(=O)CSC2=NC(=O)CC(C)=N2)cc1	-2%	-6%	-17%	31%	12%	1%	-2%	20%[0.0925 µM]	-11%
COc1ccc(/C=N/NC(=O)c2ccncc2)cc1[N+](=O)[O-]	-4%	3%[60.1 µM]	-17%	1%	2%	-16%	12%	-3%	2%
Cc1ccc(CN(CC(=O)NCc2ccccn2)S(=O)(=O)c2ccccc2)cc1	-2%	-19%	7%	-1%	-1%	13%	-3%	/	-5%
Cc1cccc(C)c1NC(=O)CNC(=O)c1ccc(N2CCCC2)c([N+](=O)[O-])c1	/	-1%	-16%	/	1%	-6%	-11%	-1%[2.33 µM]	-36%
COc1ccc(C(=O)NCCCSc2ccccc2)cc1F	-4%	1%	58%[activator]	-27%	14%	8%	1%	15%	2%
C/C(CC(=O)Nc1ccc(OCc2ccccc2)cc1)=N\NC(=O)C(=O)Nc1cccc(C)c1	-1%	-14%	21%	-11%	-6%	8%	-6%	-2%[59 µM]	-19%
Cc1cccc(NC(=O)CCSc2nnc(Cc3ccccc3)o2)c1	-1%	1%	32%[activator]	-14%	3%	8%	-14%	22%[59 µM]	1%
CSc1n[nH]c(=O)n1-c1cccc(Cl)c1	-5%	-6%	115%[activator]	7%	-1%	1%	-9%	11%	7%
CC(=O)Nc1cccc(-c2nc3ccccc3s2)c1	6%	1%	38%[activator]	21%	18%	-12%	-19%	/	-15%
CC(C)(C)S(=O)(=O)N1Cc2ccc(CO)cc2[C@@H]1CCO	/	6%	-6%	/	/	/	-14%	/	-1%
O=Cc1cccn1-c1ccc(O)cc1	-4%	6%	31%[activator]	5%	6%	79µM*	-8%	-20%	-1%
CS(=O)(=O)N(CC(=O)NCc1ccc2c(c1)OCO2)Cc1ccccc1	-1%	0%	20%	1%	-7%	-13%	-7%	-26%[12.7 µM]	18µM*
O=C(c1cnc2c(c1)COc1ccccc1-2)c1ccccc1O	-13%	-4%	-12%	-25%	/	?	-21%	?	?
COc1ccc(N(C(=O)Cn2nnc3ccccc32)C(C(=O)NCc2ccco2)c2ccncc2)cc1 (stereo not given)	-3%	2%	18%	12%	32%	-7%	-19%	?	-8%
Cc1ccc(CNC(=O)CNC(=O)c2ccco2)cc1	-4%	-5%	142%[activator]	-2%	3%	-8%	6%	2%[12.7 µM]	-1%
O=C(NCCc1ccccc1F)N[C@@H](Cc1ccccc1)C(=O)O	-3%	-13%	9%	17%	30%	-3%	-5%	-32%	-10%
CCc1ccccc1N(C)C(=O)Nc1cn(CC(C)C)c(=O)c2ccccc12	-2%	-7%	59%[activator]	16%	/	12%[57.1 µM]	-16%	-3%[59 µM]	-11%
O=C(c1ccco1)N1CCC2(CCN(Cc3ccccc3)CC2)CC1	5%	-6%[60.1 µM]	/	/	6%	/	/	-6%[12.7 µM]	/
CCCOC1CCCN(C(=O)c2ccc(OC3CCN(Cc4ccccn4)CC3)cc2)C1 (stereo not given)	2%	-2%	37%[activator]	17%	18%	-8%	-4%	/	-13%
CC(C)Oc1cccc(C(=O)C2CCCN(C(=O)c3ccnn3C)C2)c1 (stereo not given)	-7%	-5%	-5%	-1%	5%	-12%	-3%	-23%	-23%
O=C(Nc1ccc(F)cc1)C1CC2CCC1C2 (stereo not given)	-1%	-17%	-22%	13%	53%[activator]	-21%	-4%	-2%	-11%
Cc1ccn2c(NC3CCCCC3)c(-c3cccc(-c4cccc(Cl)c4)c3)nc2c1	/	-9%	?	/	2%	?	-16%	-2%[2.33 µM]	?
COCCNC(=O)C(c1ccc(O)cc1)N(C(=O)CCC(=O)Nc1nccs1)c1ccc(C)cc1 (stereo not given)	-2%	0%	0%	65%	9%	-9%	-14%	/	-3%
CC(C)Oc1ccc(CNC(=O)C2COc3ccccc3C2)cc1 (stereo not given)	-2%	-13%[60.1 µM]	8%	-1%	/	3%	-3%	-2%[59 µM]	-19%
C=CCNC(=O)c1onc(CSc2ccccc2F)c1C(=O)O	3%	7%	-9%	-3%	-1%	?	-12%	29%[0.501 µM]	-19%
O=C(CN1C(=O)CSc2ncccc21)Nc1ccccc1F	-2%	-6%	-16%	21%	44%	-7%	-7%	22%	-10%
O=C(CSc1nc2ccccc2s1)Nc1cc(S(=O)(=O)N2CCOCC2)ccc1O	3%	-12%	?	10%	6%	?	-13%	?	50µM*
COc1ccc(OC)c(NS(=O)(=O)c2ccc3c(c2)CCCN3C(=O)C2CCC2)c1	-2%	-7%[60.1 µM]	14%	1%	/	-23%	-6%	-8%[59 µM]	-20%
S=C(NCc1ccccc1)NC1CCCCC1	2%	4%	14%	-2%	-2%	-19%	-6%	11%	1%
O=C1C[C@@H](c2ccccc2)Oc2cc(O)cc(O)c21	/	2%	20%	/	/	/	-1%	/	-12%
O=C(Nc1ccc(F)cc1)c1ccc(-n2cnc3cccnc32)cc1	-1%	-9%	8%	-29%	/	-12%	-9%	-1%[59 µM]	-1%
COCc1cc(/C=N\NC(=O)COc2ccc(Cl)cc2)ccc1OC	-4%	-13%	177%[activator]	0%	5%	-35%	-17%	10%[59 µM]	-8%
Cn1c(Cl)c(/C=N/OC(=O)c2cccc(Cl)c2)c2ccccc21	0%	-26%	4%	-2%	-6%	2%	-12%	4%	0%
COc1ccc(-c2nc(NC(C)=O)sc2-c2ccccc2)cc1	-16%	-18%	9%	-20%	3%	?	-30%	-48%[59 µM]	-18%
Clc1ccccc1-c1ccc2ncnc(NCc3cccnc3)c2c1	5%	-14%	-28%	/	-8%&7%&0%	?	0%	12%[12.7 µM]	?
O=C(N(c1ccccn1)c1ccccn1)C12CC3CC(CC(C3)C1)C2	-1%	-5%	111%[activator]	5%	1%	1%	-5%	79µM*	-16%
CCC(CC)c1nn2c(=O)cc(COc3ccc(NC(=O)c4ccccc4Cl)cc3)nc2s1	-4%	-1%	44%[activator]	10%	/	-3%	-14%	-4%[59 µM]	6%
COc1ccc(CCNC(=O)CCNS(=O)(=O)c2cccc3nonc23)cc1OC	-1%	-3%	5%	12%	11%	9%	-5%	5%[12.7 µM]	1%
O=C(OCc1cc(=O)n2nc(C3CC3)sc2n1)c1cccc(NC(=O)c2ccccc2Cl)c1	-27%	-9%[60.1 µM]	27%	4%	/	-6%	-17%	10%[59 µM]	-13%
O=Cc1ccccc1Oc1ccccc1	-1%	-1%	11%	-11%	-9%	9%	-1%	15%[59 µM]	1%
COC(=O)c1c(NC(=O)C2CC2)sc2c1CCN(C(C)=O)C2	-3%	-5%	10%	-2%	-9%	0%	-11%	45µM*	-11%
CCNC(=O)CSc1nnc(-c2cccs2)o1	2%	-4%	44%[activator]	2%	-2%	/	-15%	5%	-10%
COc1cccc(N2C(=O)C(CC(=O)Nc3ccccc3)N(CCc3sccc3C)C2=O)c1 (stereo not given)	-12%	-12%	23%	-3%	/	-14%	-25%	1%[59 µM]	-17%
CCn1cc(C(=O)N2CCN(c3cccc(C)c3)C(C)C2)c(=O)c2cc(S(=O)(=O)N3CCOCC3)ccc21 (stereo not given)	0%	1%	3%	0%	/	/	-21%	3%[59 µM]	-6%

Some entries already given, reduced to BLM helicase inh and JMJD2A Tudor inh:
SMILES | BLM helicase inh | JMJD2A Tudor inh
O=C1C[C@@H](c2ccccc2)Oc2cc(O)cc(O)c21 | / | -12%
CC(=O)Nc1cccc(-c2nc3ccccc3s2)c1 | 6% | -15%

Following part
SMILES	BLM helicase inh	Pol kappa inh	Pol iota inh	Pol beta inh	APE1 inh	BAZ2B inh	Pol eta inh	G9a block	JMJD2A Tudor inh
CC(Cn1cncn1)C(=O)N1CCN(S(=O)(=O)c2ccc(Cl)cc2)CC1 (stereo not given)	0%	-3%	43%[activator]	6%	8%	-16%	-23%	17%	5%
O=C(NCc1ccncc1)c1ccc(Cl)c(S(=O)(=O)N2CCCCC2)c1	1%	2%	13%	-20%	-5%	-13%	-9%	/	-2%[11.4 µM]
O=C(O)c1cc(N2CCCC2)ccn1	/	-1%	-26%	/	/	/	-7%	/	3.2µM*
O=C(O)c1cc(-c2ccc(N3CCOCC3)cc2)nn1-c1ccccc1Cl	1%	-16%	2%	4%	-1%	/	10%	56µM*	?
COc1cc(CC(=O)Nc2ccc(Cl)c(C(F)(F)F)c2)cc(OC)c1OC	-9%	-5%	19%	21%	?	10%	-11%	1%[59 µM]	-10%
CCOc1ccc(CN(C)CC(=O)Nc2cccc3ccccc23)cc1OC	3%	-5%	183%[activator]	8%	-3%	/	-8%	7.1µM*	0.79µM*
CS(=O)(=O)c1ccc2nc(NC(=O)Nc3ccccc3F)sc2c1	-4%	12%	-10%	49%	4%	5%	-1%	/	0%
O=C(O)CC1(CC(=O)Nc2nccs2)CCCCC1	/	-8%	-4%	/	/	/	-24%	/	-10%
COCc1nnc(NC(=O)c2c(-c3c(Cl)cccc3Cl)noc2C)s1	-1%	1%	11%	-6%	52%[activator][12.4 µM]	-13%	-21%	2%[59 µM]	1%
CC(=O)C1=C(O)C=C(c2ccco2)CC1c1ccco1 (stereo not given)	-5%	?	?	?	-11%	56µM*	-2%	?	-31%
Cc1ncccc1C(=O)N1CCCC(CNC(=O)c2ccc(-c3ccccc3)cc2)C1 (stereo not given)	-6%	-14%	41%[activator]	14%	5%	5%	-20%	/	-10%
CC(=O)NCCC(=O)Nc1nc2c(ccc3ccccc32)s1	-5%	-9%	2%	?	0%	0%	-10%	-33%	-10%
COc1ccc(OC)c(NC(=O)CCNS(=O)(=O)c2cccc3nsnc23)c1	-4%&0%	-9%&3%	89%&48%[activator]	22%&22%	25%	-1%&1%	-16%&-18%	-6%	-13%&0%
O=C(CCC1CCCCC1)NC1=NCCS1	-1%	-12%	-2%	-8%	2%	-22%	-4%	-6%[59 µM]	-11%

These rows are one share of the data; the hit share may differ from the screen's.
